UBC13 polyUb: UBC13 polyubiquitin chain formation inhibitors, primary screen, biochemical, TR-FRET, uHTS; Ubiquitin-conjugating enzyme E2 N (Homo sapiens), P61088; inhibition, % at 20 µM; actives 0.47% (n = 330,000); in the data active = inhibition above about 45%, passing the limit was not always enough
HKDC1 inhibitor: HKDC1 hexokinase inhibitors, primary screen, biochemical, fluorescence, uHTS; recombinant HKDC1, G6PDH/diaphorase resazurin coupled fluorescence; inhibition, % at 20 µM; actives 0.16% (n = 340,000);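 active = inhibition above about 35% when tested at 20 µM, limit read from the data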;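 also: plate controls were DMSO wells with enzyme for no effect and DMSO wells lacking enzyme for full effect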
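test system = in-house recombinant HK5 (HKDC1) enzyme | amount = HKDC1 at 5 µg/mL | control set = DMSO-enzyme wells negative, buffer-substituted wells positive | compound = one dose of 20 µM, 1% DMSO | schedule = reaction time 90 min, room temperature, protected from light | technique = resorufin fluorescence at 613 nm | reagent = glucose with 1 mM ATP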
Apaf-1 inh: inhibitors of human Apaf-1 apoptosome, primary screen, biochemical, DEVD-Rh110 fluorescence, uHTS. Apoptotic protease-activating factor 1 (Homo sapiens), O14727. reconstituted apoptosome caspase-3 activity. inhibition, % at 20 µM. actives 0.71% (n = 330,000); active = inhibition of at least 40% at 20 µM;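 also: plate controls were DMSO wells for no effect and DEVD-CHO caspase inhibitor wells for full effect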
Target sequence (O14727 whole entry, looked up): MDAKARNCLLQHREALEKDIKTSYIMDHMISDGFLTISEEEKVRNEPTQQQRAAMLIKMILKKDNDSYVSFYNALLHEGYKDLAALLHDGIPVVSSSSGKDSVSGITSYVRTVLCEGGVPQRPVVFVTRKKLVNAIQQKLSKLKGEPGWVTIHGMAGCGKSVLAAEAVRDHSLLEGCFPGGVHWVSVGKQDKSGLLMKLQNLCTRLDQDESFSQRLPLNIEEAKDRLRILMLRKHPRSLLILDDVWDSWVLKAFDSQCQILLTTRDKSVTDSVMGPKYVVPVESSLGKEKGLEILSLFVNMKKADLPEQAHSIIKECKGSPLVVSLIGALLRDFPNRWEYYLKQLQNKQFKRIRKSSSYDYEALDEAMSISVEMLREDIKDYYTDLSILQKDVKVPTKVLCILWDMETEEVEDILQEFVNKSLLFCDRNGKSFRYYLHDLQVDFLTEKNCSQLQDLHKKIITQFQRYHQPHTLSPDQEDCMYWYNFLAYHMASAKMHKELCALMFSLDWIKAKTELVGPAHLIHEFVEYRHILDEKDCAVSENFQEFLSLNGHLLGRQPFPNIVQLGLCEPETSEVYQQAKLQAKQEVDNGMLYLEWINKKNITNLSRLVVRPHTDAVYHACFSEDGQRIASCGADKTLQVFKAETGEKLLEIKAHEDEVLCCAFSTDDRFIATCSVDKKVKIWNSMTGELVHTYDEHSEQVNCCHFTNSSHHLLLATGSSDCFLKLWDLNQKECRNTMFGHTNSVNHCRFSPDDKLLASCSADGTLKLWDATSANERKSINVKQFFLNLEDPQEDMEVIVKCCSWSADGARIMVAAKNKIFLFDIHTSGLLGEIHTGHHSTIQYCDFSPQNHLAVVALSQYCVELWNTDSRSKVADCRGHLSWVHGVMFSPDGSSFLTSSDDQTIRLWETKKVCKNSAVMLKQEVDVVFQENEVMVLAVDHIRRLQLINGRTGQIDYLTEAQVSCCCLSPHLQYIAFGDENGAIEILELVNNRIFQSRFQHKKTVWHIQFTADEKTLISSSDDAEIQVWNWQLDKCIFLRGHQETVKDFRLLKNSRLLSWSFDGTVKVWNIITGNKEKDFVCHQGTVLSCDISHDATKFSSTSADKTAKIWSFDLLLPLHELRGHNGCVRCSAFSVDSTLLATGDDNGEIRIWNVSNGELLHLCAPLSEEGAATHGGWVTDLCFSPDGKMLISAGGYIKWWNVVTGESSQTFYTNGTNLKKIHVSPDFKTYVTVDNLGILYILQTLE
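System: reconstituted apoptosome with Apaf-1, cytochrome c, caspase-9, procaspase-3, dATP; Signal: Rh110 fluorescence intensity; Schedule: 30 min compound preincubation, 50 min activation, room temperature; Reagent: cytochrome c trigger plus (Z-DEVD)2-Rh110 caspase-3 substrate.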
Jurkat NFkB inh: inhibitors of induced NF-kB luciferase reporter, primary screen, TCR NF-kB activation inhibitor project, cell-based, luminescence, uHTS; Jurkat, PMA/ionomycin-induced NF-kB luciferase reporter; inhibition, % at 4 µM; actives 0.53% (n = 330,000); AID 435003, 2010
697 NFkB inh: inhibitors of PMA/ionomycin-induced NF-kB reporter, 697 cells, primary screen, B-cell NF-kB inhibitor project, cell-based, luminescence, uHTS | 697 B-cell NF-kB luciferase reporter, 16 h | inhibition, % at 4 µM | actives 0.33% (n = 330,000) | AID 435022, 2010; in the data active = inhibition above about 35%
SENP8 inh: SENP8 protease inhibitors, primary screen, biochemical, luminescence | actives 1.2% (n = 330,000) | Sentrin-specific protease 8 (Homo sapiens), Q96LD8 | purified SENP8, Z-RLRGG-aminoluciferin cleavage | inhibition, % at 10 µM | AID 2540, 2010
Gli-Sufu block: Gli-Sufu pathway antagonists, primary screen, luciferase luminescence, Sufu-KO-LIGHT cells, uHTS. Sufu-KO-LIGHT fibroblasts, Gli luciferase reporter luminescence. inhibition, % at 5 µM. actives 0.74% (n = 340,000);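 active = inhibition above about 55%, limit read from the data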;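 also: 0% = DMSO-treated cells and 100% = wells with medium but no cells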
SENP7 block: SENP7 protease inhibitors, primary screen, biochemical, luminescence, uHTS | Sentrin-specific protease 7 (Homo sapiens), Q9BQF6 | recombinant SENP7, Z-RLRGG-aminoluciferin luminescence, 40 min | inhibition, % at 5 µM | actives 1.5% (n = 330,000) | AID 434973, 2010;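 active = inhibition above about 50% at the single test dose, limit read from the data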;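 also: plate controls were DMSO with enzyme for no effect and no enzyme buffer wells for full effect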
Starred values were filed as active, the others as inactive. Rule as the data show it, unless noted: active = inhibition above about 50%; inactive = the rest. No enrichment for hits; about 3.6% have a hit in one of these screens.

SMILES,UBC13 polyUb,HKDC1 inhibitor,Apaf-1 inh,Jurkat NFkB inh,697 NFkB inh,SENP8 inh,Gli-Sufu block,SENP7 block
CC(=O)c1ccc(S(=O)(=O)Nc2ccc(Cl)c(S(=O)(=O)N3CCCC3)c2)cc1,-12,1,-5,-56,-2,-1,-2,7
O=C(NCCC1CCCCN1S(=O)(=O)c1ccc(F)cc1)C(=O)NCc1ccncc1 (centres undefined),-1,-1,5,12,23,-11,16,11
COc1ccc(C(=O)NCc2cccnc2)cc1S(=O)(=O)N1CCCc2ccccc21,-3,-1,-14,7,-11,-8,-4,-11
CCN(CC)CCOCCOC(=O)C1(c2ccccc2)CCCC1,20,-1,-3,-16,10,1,-7,-1
Cc1c(NC(=O)c2nn3c(C(F)(F)F)cc(-c4ccccc4)nc3c2Br)c(=O)n(-c2ccccc2)n1C,-5,1,8,6,8,3,8,1
CCNC(=S)N/N=C/c1c(Cl)cccc1Cl,-6,-12,8,-21,-4,10,0,-4
Cc1cc(C(F)(F)F)nc(NCc2cccnc2)n1,0,0,6,-25,-4,-12,2,0
CC(C)Cn1c(CNC(=O)c2ccccc2)nc2ccccc21,-3,-3,11,-5,-25,-4,2,-9
Cc1cc(S(=O)(=O)N2CCN(c3c(C)cccc3C)CC2)ccc1F,6,4,5,-4,-4,6,13,7
COc1cccc(/C=N/NC(=O)CCCc2ccc(OC)c(C)c2)c1,7,3,23,-9,-1,-4,-6,5
CC(=O)c1cc(-c2ccccc2)n(CC(=O)Nc2cccc(C)c2C)c1C,0,-3,7,17,7,0,27,6
CCOc1ccc(S(=O)(=O)Nc2cnc3ccccc3c2)cc1,4,1,10,30,-4,0,32,5

Going on with the list:
SMILES,UBC13 polyUb,HKDC1 inhibitor,Apaf-1 inh,Jurkat NFkB inh,697 NFkB inh,SENP8 inh,Gli-Sufu block,SENP7 block
CC(C)c1ccc(C2NC(=S)NC3=C2C(=O)CCC3)cc1 (centres undefined),5,-10,-6,6,-28,2,-2,1
COc1ccc(S(=O)(=O)N2CCCCC2C(=O)O)cc1 (centres undefined),-8,-9,-4,3,2,6,1,-6
COc1ccc(NC(=O)COC(=O)CCCN2C(=O)c3ccccc3C2=O)cc1Cl,-2,3,11,-1,-14,-21,-3,-4
CCc1ccc(-c2cc(C(=O)NCc3ccco3)c3ccccc3n2)s1,18,0,15,-18,1,-5,-10,6
CCCS(=O)(=O)N1CCCC(C(=O)NCCN(Cc2ccccc2)C(C)C)C1 (centres undefined),5,-6,3,16,13,6,-1,1
CN(C(=O)c1cccc(N2C(=O)C3CC=CCC3C2=O)c1)C1CCCCC1 (centres undefined),14,-8,-16,9,-5,1,0,-11
CCCN(CCC)CCCNC(=O)c1ccc2c(Cl)c3c(nc2c1)CCC3,5,-4,12,-19,-55,0,4,10
CCN1CCN(C(=O)CSc2cc(=O)n(C)c3ccccc23)CC1,22,-8,-8,8,14,-1,6,90*
CC(/C=N/Nc1nnc(C)c(=O)[nH]1)=C\c1ccccc1,-4,-9,-3,-54,-108,1,-66,2
CC1(C)C2CCC1(CS(=O)(=O)Nc1ccc(S(=O)(=O)N3CCCCC3)cc1)C(=O)C2 (centres undefined),-5,8,-3,5,15,8,3,5
COC(=O)CNC(=O)COC(=O)c1cc(SC)ccc1Cl,4,5,3,4,5,3,3,9
Cc1cc(C)c2cc(C)c3nnc(SCC(=O)NCc4ccc5c(c4)OCO5)n3c2c1,1,32,18,0,-4,-14,-2,-7

Next part:
SMILES,UBC13 polyUb,HKDC1 inhibitor,Apaf-1 inh,Jurkat NFkB inh,697 NFkB inh,SENP8 inh,Gli-Sufu block,SENP7 block
Cc1c(NC(=O)c2cc3nc(-c4ccccc4)cc(C)n3n2)c(=O)n(-c2ccccc2)n1C,4,4,0,13,12,-3,0,-7
O=C(NN=C1CCCC1)c1ccccc1OCc1ccc(Cl)cc1,0,-10,8,2,6,-1,19,-2
Cc1ccc(C(=O)OCc2cn(-c3ccccc3)nn2)cc1,3,-7,3,0,5,-9,-2,-5
COc1cc(C(=O)NCC(c2cccnc2)N2CCN(C)CC2)cc(OC)c1OC (centres undefined),-1,0,6,-11,-5,-7,0,13
C/C=C/c1ccc(OCCCCOc2ccccc2F)c(OC)c1,6,-5,13,7,-3,-6,-5,4
Cc1ccc(Cn2c(SCC(=O)Nc3cc(C)on3)nc3ccccc3c2=O)cc1,20,3,-6,-11,-9,4,4,8
CCn1c(SCC(=O)NCc2ccco2)nc2c1c(=O)n(C)c(=O)n2C,-6,-8,-15,5,25,-6,-2,-5
Cc1ccc(-c2nn(-c3ccccc3)cc2C(=O)Nc2cccc(S(=O)(=O)N3CCOCC3)c2)cc1,-5,0,18,4,-4,2,8,10
COc1ccc(-n2c(-c3ccc(Br)cc3)c[n+]3c2CCCCC3)cc1,10,-6,-6,26,-36,2,88*,3
c1ccc(CCNCCCOc2cccc3ccccc23)cc1,22,1,14,3,16,10,9,1
C[C@H](NC(=O)c1cc2cc(Cl)ccc2n1C)C(=O)N[C@@H](Cc1ccccc1)C(=O)O,3,-1,-3,7,9,-4,13,1
CC(=O)Nc1ccc(S(=O)(=O)N2CCN=C2SCc2cccnc2)cc1,5,-9,-5,17,-18,0,1,1

Six compounds picked at random from those above:
SMILES,UBC13 polyUb,HKDC1 inhibitor,Apaf-1 inh,Jurkat NFkB inh,697 NFkB inh,SENP8 inh,Gli-Sufu block,SENP7 block
CCN(CC)CCOCCOC(=O)C1(c2ccccc2)CCCC1,20,-1,-3,-16,10,1,-7,-1
CCc1ccc(-c2cc(C(=O)NCc3ccco3)c3ccccc3n2)s1,18,0,15,-18,1,-5,-10,6
CC(C)Cn1c(CNC(=O)c2ccccc2)nc2ccccc21,-3,-3,11,-5,-25,-4,2,-9
CN(C(=O)c1cccc(N2C(=O)C3CC=CCC3C2=O)c1)C1CCCCC1 (centres undefined),14,-8,-16,9,-5,1,0,-11
CC(=O)Nc1ccc(S(=O)(=O)N2CCN=C2SCc2cccnc2)cc1,5,-9,-5,17,-18,0,1,1
CC(/C=N/Nc1nnc(C)c(=O)[nH]1)=C\c1ccccc1,-4,-9,-3,-54,-108,1,-66,2

(further entries)
SMILES,UBC13 polyUb,HKDC1 inhibitor,Apaf-1 inh,Jurkat NFkB inh,697 NFkB inh,SENP8 inh,Gli-Sufu block,SENP7 block
CC(CCc1ccccc1)NC(=O)C(Cc1ccccc1)NS(=O)(=O)c1cccs1 (centres undefined),-8,-5,1,-15,7,5,2,80*
COC(=O)C1C(c2ccccc2)C(C(=O)N2CCOCC2)C1c1ccccc1 (centres undefined),-5,5,-14,-6,-4,-10,-1,-5
CCCNC(=O)c1n[nH]c2c1CC(C(C)(C)CC)CC2 (centres undefined),4,-3,6,4,-8,1,15,-6
O=C(Nc1cccn(Cc2c(Cl)cccc2Cl)c1=O)c1ccc(Cl)cc1Cl,4,11,7,23,-52,-2,0,-2
Cc1cc(OCC(=O)NCCCn2ccnc2)c2c(C)c(C)c(=O)oc2c1,12,-1,-13,-10,18,1,29,0
O=c1cc(/C=C/c2ccccc2)oc2c1ccc1ccccc12,13,2,11,4,-37,-1,9,0
Cc1c(/C=N\NC(=O)C2(C)CC2(Cl)Cl)cnn1C (centres undefined),9,-7,-3,2,1,0,-8,-2
Cc1cccc(CC(=O)Nc2ccon2)c1,-3,-2,-278,11,-3,11,4,4
COC(=O)c1c(C)nc(C)c(C(=O)OC)c1-c1cccs1,14,-1,-12,4,20,-1,14,-2
c1ccc(-c2nc3nonc3c3nc4ccccc4n23)cc1,9,4,-2,4,-6,7,-2,9
COc1ccc(C)cc1NS(=O)(=O)c1ccc2c(c1)n(C)c(=O)n2C,2,-3,16,-11,8,-1,7,4
O=C(N/N=C/C=C\c1ccccc1[N+](=O)[O-])c1cccs1,-7,2,7,-22,-6,-2,-5,-3

Following part
SMILES,UBC13 polyUb,HKDC1 inhibitor,Apaf-1 inh,Jurkat NFkB inh,697 NFkB inh,SENP8 inh,Gli-Sufu block,SENP7 block
COc1ccc(S(=O)(=O)N2CCOCC2)cc1NC(=O)COc1cccnc1[N+](=O)[O-],5,14,-5,8,16,-6,-4,-10
Cc1ccc(Cc2cncc(O)c2)cc1S(=O)(=O)O,6,0,-6,7,7,5,6,-3
CSCCC(NC(=O)c1ccccc1)C(=O)N1CCCCCCC1 (centres undefined),-5,-7,-2,3,8,-1,-4,3
N#C/C(=C(\O)c1ccco1)c1ccccn1,-3,-5,-2,-7,2,-3,-1,17
CCOC(=O)Nc1cc2c(C)cc(=O)oc2cc1C,-5,0,7,-20,-33,-7,-8,-4
COc1ccc(CNC(=O)Cn2ccc([N+](=O)[O-])n2)cc1OC,1,-4,4,6,-7,6,-6,4
C[n+]1ccccc1Nc1cc([N+](=O)[O-])ccc1N,-6,10,4,2,-6,13,43,-9
C/C(=N/NS(=O)(=O)c1ccc(C)cc1)[C@H]1C[C@@H]1c1ccccc1,8,-5,0,-5,1,3,-6,-1
O=C(O)CN1C(=O)C2(OCCO2)c2cc(Br)ccc21,6,-4,-14,1,4,-6,1,4
COc1cccc(NC(=O)CSc2c3c(nc4ccccc24)CCCC3)c1,18,-6,1,5,11,6,-1,1
COCCN(C(=O)c1ccc(COc2ccccc2)o1)c1c(N)n(CC(C)C)c(=O)[nH]c1=O,-5,-7,-8,1,3,-1,4,14
O=c1[nH]c2ccccc2c2nc(-c3cccc(S(=O)(=O)N4CCCC4)c3)nn12,9,24,1,8,27,1,9,2

Other compounds:
SMILES,UBC13 polyUb,HKDC1 inhibitor,Apaf-1 inh,Jurkat NFkB inh,697 NFkB inh,SENP8 inh,Gli-Sufu block,SENP7 block
O=C(NC(=S)Nc1ccc(CN2CCOCC2)cc1)c1ccco1,-9,-2,6,-24,-49,-6,-13,6
CCNC(=O)NC(=O)COC(=O)CCCSc1nc2ccccc2[nH]1,8,-2,-4,9,8,-3,26,-1
Cc1cc(C)cc(C(=O)O/N=C(\N)c2ccc(Br)cc2)c1,4,2,-9,0,-47,-5,-12,0
CCCCN1C=C(C(=O)OC)C(c2ccccc2C(F)(F)F)C(C(=O)OC)=C1,23,-5,2,-8,-28,1,7,2
Cc1cccc(C)c1OCC(=O)OCC(=O)Nc1ccc(Cl)cn1,5,-1,4,-10,-3,-2,-2,-2
CCCC(=O)Oc1cccc(C2NC(=O)c3ccccc3O2)c1 (centres undefined),4,-5,5,7,4,12,-6,-7
COCCCN1CC(=O)N2C(c3ccccc3)c3[nH]c4ccccc4c3C[C@H]2C1=O (some centres undefined),-2,2,1,-3,15,3,2,3
COc1cc(NC(=S)NC2CC(C)(C)NC(C)(C)C2)c(OC)cc1Cl,2,-1,-11,12,12,-2,-7,-4
O=C(Nc1cc(=O)[nH]c2ncnn12)c1ccccc1,3,-4,-3,18,7,4,3,4
COc1ccc(-c2csc(C)n2)cc1,2,-4,8,-23,-17,-11,-19,19
CCN1C(=O)[C@H]2[C@@H](c3ccc(SC4CCCCC4)c(OC)c3)N[C@@](Cc3ccccc3)(C(=O)OC)[C@H]2C1=O,-4,3,24,1,-52,-4,27,1
COc1cc(NC(=S)NC(=O)c2c(OC)cccc2OC)ccc1NC(=O)c1cccs1,-7,4,12,40,-13,0,-1,7
O=C(NCC1CCCO1)c1ccccc1NS(=O)(=O)c1cccs1 (centres undefined),-5,-5,9,-15,12,-1,-7,-3
CCOC(=O)CN=C1CC(C)(C)CC2=C1Sc1ncnc(N(C)C)c1N2,-26,17,3,2,7,-6,-1,3

Screening data deposited in PubChem BioAssay by Sanford-Burnham Center for Chemical Genomics.
